Screens as filed in PubChem BioAssay.
pCIP destab: p/CIP protein destabilization. Q05BA5. F442A p/CIP-EGFP cells, EGFP fluorescence, 16 h. decrease of EGFP signal, % at 10 µM. actives 0.01% (n = 290,000). AID 1984;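 active = EGFP signal decrease of at least 30% at 10 µM or well 3 SD below plate mean, unless failing retest; inactive = the rest, including hits failing retest or dose response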; also: some compounds called inactive have numbers as strong as hits; many of its hits are not listed in these tables
MEKK3 PB1 HTS: raises or lowers MEK5 binding to the human MEKK3 PB1 domain | Q99759 | bead-based flow cytometry, Alexa488-MEK5 binding to MEKK3; actives lie on both sides; 0 = blocked by unlabeled MEK5, 100 = vehicle | binding response (% of control), % at 10 µM | actives 1.4% (n = 290,000) | AID 1529;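 active = binding response more than 3 SD above or below the average of its plate-row segment, actives on both sides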;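 also: Alexa488 bead fluorescence after subtracting the streptavidin-only scavenger bead signal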
CRFBP-R2 block: CRF-BP/CRF-R2 complex antagonism | HEK293 CRF-R2/CRF-BP, CRF-induced calcium fluorescence | inhibition, % at 11.8 µM | actives 0.59% (n = 350,000);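 active = inhibition of the ligand-induced calcium signal above about 50% at the single tested concentration, limit read from the data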
CRFBP-R2 agonist: CRF-BP/CRF-R2 complex agonism. HEK293 CRF-R2/CRF-BP, calcium dye fluorescence (FLIPR); percent of saturating CRF peptide response. actives 0.46% (n = 350,000). AID 588473. activation, % at 13.2 µM;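 active = activation of at least 50%, plus an integration ratio under a set limit after plate pattern correction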;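 also: plate controls were neutral control wells without compound for no effect and CRF at EC100 for full effect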
IDE cell inh: cellular human IDE inhibition; P14735; HEK cells, FAbetaB cleavage, fluorescence polarization; inhibition, % at 5.59 µM; actives 0.41% (n = 320,000); AID 434962;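 active = percent inhibition above the average of all tested compounds plus 3 SD, set per screening campaign, cut at about 16% in these data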;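 also: IDE supplied by intact live HEK cells; FP after avidin binding of uncleaved biotin substrate so inhibition keeps polarization high; 0% = DMSO wells and 100% = 60 µM reference IDE inhibitor Ii1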
GalR3 antagonist: blocks the human galanin receptor 3; O60755; HEK293 GalR3-CNG cAMP membrane potential fluorescence; galR3 body fused to GalR1 C-terminus; inhibition, % at 3 µM; actives 0.44% (n = 360,000);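 active = inhibition above the screen-wide average plus 3 SD, cut at about 13% in these data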;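 also: forskolin and galanin both at EC90 stimulate the cells; cAMP rise reported by CNG channel membrane potential dye signal; 0% = forskolin plus galanin with DMSO and 100% = forskolin alone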
Target sequence (O60755 1-299 limits assumed): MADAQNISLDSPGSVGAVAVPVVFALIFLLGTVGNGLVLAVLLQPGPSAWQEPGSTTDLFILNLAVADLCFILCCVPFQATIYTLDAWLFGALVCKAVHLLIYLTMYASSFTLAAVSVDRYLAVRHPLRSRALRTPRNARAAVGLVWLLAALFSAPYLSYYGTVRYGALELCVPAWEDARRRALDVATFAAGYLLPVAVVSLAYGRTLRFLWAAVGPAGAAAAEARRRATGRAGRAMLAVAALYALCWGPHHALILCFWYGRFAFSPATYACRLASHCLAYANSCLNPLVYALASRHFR
PHOSPHO1 block: blocks human PHOSPHO1 phosphatase activity. Q8TCT1. recombinant PHOSPHO1, absorbance phosphatase assay. inhibition, % at 13.3 µM. actives 1.1% (n = 290,000). AID 1565; in the data active = inhibition above about 60%
Target sequence (Q8TCT1 whole entry, looked up): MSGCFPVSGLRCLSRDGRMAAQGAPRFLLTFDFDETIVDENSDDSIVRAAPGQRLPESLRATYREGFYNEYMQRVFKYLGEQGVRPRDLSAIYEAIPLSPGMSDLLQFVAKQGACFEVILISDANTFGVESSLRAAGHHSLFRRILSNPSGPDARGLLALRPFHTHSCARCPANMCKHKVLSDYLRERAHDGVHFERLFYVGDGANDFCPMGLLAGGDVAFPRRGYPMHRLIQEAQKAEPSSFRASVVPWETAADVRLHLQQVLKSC
CHRM4 PAM: CHRM4 positive allosteric modulation | activation, % at 3 µM | CHO-K1 hM4/Gqi5, Fluo-8 calcium fluorescence, ACh EC20; 0% = ACh EC20, 100% = maximal ACh | AID 624126 | P08173 | actives 0.4% (n = 360,000);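 active = activation above its plate's cutoff, the mean activation of sample wells plus 3 SD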; also: some results filed as inactive read as strong as hits
Target sequence (P08173 whole entry, looked up): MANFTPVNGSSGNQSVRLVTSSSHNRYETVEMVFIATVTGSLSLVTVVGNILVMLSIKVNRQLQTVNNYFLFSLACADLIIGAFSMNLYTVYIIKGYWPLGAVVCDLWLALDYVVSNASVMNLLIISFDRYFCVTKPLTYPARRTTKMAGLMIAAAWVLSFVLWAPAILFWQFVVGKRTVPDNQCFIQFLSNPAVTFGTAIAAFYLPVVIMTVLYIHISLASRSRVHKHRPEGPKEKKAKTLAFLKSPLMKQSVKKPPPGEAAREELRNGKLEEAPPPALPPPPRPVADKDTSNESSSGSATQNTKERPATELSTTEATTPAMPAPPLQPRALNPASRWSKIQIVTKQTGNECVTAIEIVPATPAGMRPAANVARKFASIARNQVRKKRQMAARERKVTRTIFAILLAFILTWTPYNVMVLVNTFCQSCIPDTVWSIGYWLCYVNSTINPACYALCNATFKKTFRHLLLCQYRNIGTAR
IDE act: boosts human insulin-degrading enzyme activity in HEK cells; P14735; FAbeta-B cleavage, fluorescence polarization; 0% vehicle, 100% cell-free pure enzyme wells; activation, % at 5.96 µM; actives 0.073% (n = 340,000);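 active = activation above the mean of all tested compounds plus 3 SD, set per screening campaign, cut at about 17% in these data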
Active calls of the source: *; . = no result given; & = joins results of further samples.

SMILES	pCIP destab	MEKK3 PB1 HTS	CRFBP-R2 block	CRFBP-R2 agonist	IDE cell inh	GalR3 antagonist	PHOSPHO1 block	CHRM4 PAM	IDE act
O=C(/C=C/c1ccc(S(=O)(=O)N2CCOCC2)cc1)OCC(=O)c1ccc([N+](=O)[O-])cc1	-14.8	101.0	1.9	-0.4	-3.1	-1.1	0.1	6.3	-3.8
CCOc1ccccc1NS(=O)(=O)c1cc2c3c(c1)C(C)C(=O)N3CCC2 (configuration not stated)	-8.1	100.0	8.4	-1.4	4.0	-8.0	24.0	5.9	1.0
Cn1c(SCC(=O)c2ccc3c(c2)Cc2ccccc2-3)nnc1-c1ccccc1	2.5	112.0	10.2	2.1	28.0*	0.0	23.4	1.2	-43.5
COc1ccc(NC(=S)Nc2ccc3nc(C)c(C)nc3c2)cc1	-11.0	107.0	34.5	4.1	4.1	-2.8	-112.7	6.8	-2.4
Cc1cccc(Nc2nc(N)nc(CN3CCN(c4ccccc4F)CC3)n2)c1	.	107.0	-8.1	-3.1	0.5	-1.7	.	-1.8	2.5
COc1cc(/C=C2\Oc3cc(O)ccc3C2=O)ccc1O	-104.4	93.0	-58.0	71.4*	62.4*	-4.6	13.0	-5.1	-89.0
CCc1cc2ccc(C)cc2nc1SCC(=O)Nc1c[nH]c(=O)[nH]c1=O	-2.1	95.0	-0.3	1.3	2.8	-5.9	32.0	5.9	0.0
O=C(Nc1nccs1)C1CC=CCC1 (configuration not stated)	-3.0	99.0	-20.0	3.0	-1.1	-2.4	0.0	1.0	1.0
CCC(=O)Nc1ccc(NC(=O)c2cccc3c(Br)cccc23)cc1	-8.3	100.0	8.6	0.5	-0.2	1.9	-0.8	-5.8	4.9
COC(=O)Cn1c(=NC(=O)c2ccc(S(=O)(=O)N3CCOCC3)cc2)sc2cc(S(N)(=O)=O)ccc21	-3.1	99.0	-5.0	0.1	2.2	-1.8	42.7	-0.8	6.9
Cc1c(C(=O)N2CCCC2)c(S(=O)(=O)NCC(C)c2ccccc2)c(C)n1C (configuration not stated)	0.8	101.0	-12.2	1.4	-2.6	1.5	54.1	-3.6	2.9
Cc1cc(SCc2cccc(C(F)(F)F)c2)nc(=O)[nH]1	-4.5	103.0	-4.3	0.9	-0.6	.	18.5	-1.2	1.8
ClCC1=Nc2cccc3cccc(c23)N1	-8.8	54.0	.	.	-1.7	.	19.9	.	.
O=C(c1ccc2c(c1)OCO2)N1CCN(c2ccc(F)cc2)CC1	-3.2	100.0	6.3	-0.9	9.1	-4.2	0.6	-1.1	5.6
O=[N+]([O-])c1cn(Cc2ccccc2)cn1	1.9	100.0	6.3	-0.1	8.6	2.5	-9.4	6.1	1.4
COc1ccc(N(CC(=O)NCc2ccncc2)S(=O)(=O)c2ccccc2[N+](=O)[O-])c(OC)c1	-7.7	104.0	-7.0	3.2	1.6	7.0	-14.7	8.4	-3.2
Oc1ccc(/C=N/Nc2nn3cnnc3c3ccccc23)cc1	-0.3	108.0	-2.0	-2.3	3.9	-2.3	17.7	1.9	0.2
CC(Oc1cccc2c1OC(C)(C)C2)C(=O)O (configuration not stated)	0.3	89.0	-1.1	1.0	-0.4	1.2	8.2	12.2	1.4
CCN1CCc2nc(NC(=O)c3ccc(S(=O)(=O)N(C)C)cc3)sc2C1	23.3	94.0	-5.9	0.4	0.5	-2.5	20.1	0.1	4.0
O=C(NNC(=S)Nc1ccc(Cl)cc1Cl)c1cccnc1	.	.	8.8	0.6	0.2	-6.7	.	13.6	3.3
O=C(NCCCN1CCCC1)c1ccc2c(c1)N(Cc1ccccc1F)C(=O)c1ccccc1S2=O (configuration not stated)	-6.0	101.0	-6.4	3.5	4.4	-1.6	19.9	-3.5	3.7
CC1(c2ccc3c(c2)OCCO3)NC(=O)N(CC(=O)Nc2ccccc2)C1=O (configuration not stated)	.	.	-8.5	0.9	1.1	-0.8	.	10.7	3.2
CCC1Nc2ncnc(N3CCCCC3)c2N(Cc2ccc(OC)cc2)C1=O (configuration not stated)	.	.	-5.2	-1.4	-7.0	-5.0&-4.2	.	-6.6&-3.9	6.9
CCn1c(C)nc2cc(C(=O)N/N=C/c3cccc(OC)c3O)ccc21	15.5	97.0	3.0	2.7	1.2	2.6	-41.1	-2.6	3.3
O=C(CN(Cc1ccc(Cl)cc1)C(=O)c1csnn1)NCc1ccc(F)cc1	-11.3	99.0	2.6	-0.1	1.4	-6.2	32.5	-2.1	-4.4
Cc1ccc2cc(CN(C(=O)C3CCCO3)C3CCCCC3)c(=O)[nH]c2c1 (configuration not stated)	-6.3	92.0	-26.8	10.4	-6.4	-1.6	13.5	-3.3	-0.3
CCC(=O)c1ccc2c(c1)OCCO2	-6.3	99.0	-4.8	-1.1	9.2	2.8	37.1	6.8	0.5
Cc1cc(C(=O)c2ccccc2)nc2ccccc12	-3.5	97.0	-9.0	-0.1	-0.9	-2.4	10.1	-0.6	-2.6
O/C=c1\ccc2cccc3nc(C(F)(F)F)nc1c23	-142.2	98.0	-37.6	96.9*	25.8*	-9.8	2.5	-3.7	-54.1
CC(C)(CN1CCC(Cc2ccccc2)CC1)NS(=O)(=O)c1ccccc1	-20.6	100.0	-1.5	0.2	0.9	0.7	24.0	-38.0	-1.7
O=C(CSc1nc(O)cc(=O)n1-c1ccc(Cl)c(Cl)c1)Nc1ccc(Cl)cc1Cl	-2.9	104.0	4.2	-0.3	1.4	0.4	23.3	6.2	-2.9
O=C(COC(=O)c1ccc(S(=O)(=O)NCc2ccco2)cc1)NCc1ccccc1	.	.	-19.9	-0.2	1.6	-3.6	.	-0.4	2.7
Cc1ccccc1C(=O)NC(=S)NCCc1ccccc1	2.0	103.0	-33.3	-1.5	-1.6	-3.2	-6.9	-6.5	5.5
CC(CCc1ccccc1)NC(=O)c1ccc2nc(N3CCOCC3)sc2c1 (configuration not stated)	10.9	102.0	-5.0	0.6	-1.4	2.4	-9.9	-4.6	6.4
COc1ccc(CNC2CCCC2)c(OC)c1OC	10.0	100.0	-17.9	-0.3	2.4	-6.3	-3.7	6.9	1.9
COc1ccc(OC2OC3COC(C)(C)OC3C(O)C2NC(C)=O)cc1 (configuration not stated)	-13.8	115.0	3.3	-1.0	4.6	-2.6	21.9	6.1	4.5
CCN(CC)CCN(Cc1cc2cc3c(cc2[nH]c1=O)OCO3)C(=S)NC	0.3	103.0	-17.0	1.4	4.3	-0.8	8.5	4.7	3.4
COC(=O)c1c(-c2ccc(OC)c(OC)c2)csc1N	-0.9	98.0	-18.8	-2.2	0.6	-6.4	22.3	7.5	1.2
Cc1cccc(-n2nnc(C(=O)NC3CCCc4ccccc43)c2N)c1 (configuration not stated)	-3.0	102.0	0.6	-1.1	-0.2	-3.9	27.6	-3.6	3.3
CCCS(=O)(=O)c1cnc(C2COc3ccccc3O2)nc1N (configuration not stated)	-5.9	101.0	-2.2	0.1	4.2	-11.9	.	-1.7	3.7

Looked up one by one from the list above, four records:
SMILES	pCIP destab	MEKK3 PB1 HTS	CRFBP-R2 block	CRFBP-R2 agonist	IDE cell inh	GalR3 antagonist	PHOSPHO1 block	CHRM4 PAM	IDE act
CC(CCc1ccccc1)NC(=O)c1ccc2nc(N3CCOCC3)sc2c1 (configuration not stated)	10.9	102.0	-5.0	0.6	-1.4	2.4	-9.9	-4.6	6.4
COC(=O)c1c(-c2ccc(OC)c(OC)c2)csc1N	-0.9	98.0	-18.8	-2.2	0.6	-6.4	22.3	7.5	1.2
COc1ccc(CNC2CCCC2)c(OC)c1OC	10.0	100.0	-17.9	-0.3	2.4	-6.3	-3.7	6.9	1.9
CCCS(=O)(=O)c1cnc(C2COc3ccccc3O2)nc1N (configuration not stated)	-5.9	101.0	-2.2	0.1	4.2	-11.9	.	-1.7	3.7

(list continues)
SMILES	pCIP destab	MEKK3 PB1 HTS	CRFBP-R2 block	CRFBP-R2 agonist	IDE cell inh	GalR3 antagonist	PHOSPHO1 block	CHRM4 PAM	IDE act
O=C(NCC1CCCO1)C1CCN(C2CCN(C3CCCCCC3)CC2)CC1 (configuration not stated)	-16.2	101.0	-1.5	-0.8	-0.3	0.1	27.1	-0.1	-1.7
CC(=O)c1cccc(NC(=O)CSc2nnc(-c3cccnc3)o2)c1	-6.9	92.0	-8.1	1.8	-5.0	-7.0	3.4	0.8	1.3
CC(=O)N1CCN(C(=O)C2CCN(S(=O)(=O)c3ccccc3C(F)(F)F)CC2)CC1	.	.	16.2	-0.2	2.0	-6.5	.	10.1	2.0
CN1Cc2cccc3c2C(Cc2ccccc2S3)C1 (configuration not stated)	-9.1	108.0	-36.6	-4.2	1.0	0.7	0.1	-1.5	0.1
O=C(NCC(=O)N(CCc1ccccc1)C(C(=O)NC1CCCCC1)c1ccncc1)c1ccco1 (configuration not stated)	1.5	102.0	5.2	-1.0	3.8	1.6	35.3	5.3	-7.7
CCCCN1CC(=O)N2[C@H]3c4cc(Br)ccc4OC[C@@H]3[C@H](C(=O)OCC)[C@]2(C)C1=O	.	.	13.1	-1.0	6.5	-2.9	.	-0.2	2.2
COc1ccccc1-n1cc(C(=O)NCC(=O)NCc2ccc(F)cc2)c2ccccc2c1=O	-1.3	106.0	5.1	5.6	-3.0	3.5	-7.3	-4.6	5.8
COCCNC(=S)N/N=C(\C)c1ccc2cc(OC)ccc2c1	3.2	82.0	-8.2	-1.2	0.4	-2.4	-4.0	5.1	-0.7
O=C(C[C@H]1C[C@H](C(=O)N2CCOCC2)[C@@]2(CCC3CCCC3)c3[nH]c4ccc(Cl)cc4c3CCN2C1=O)NCCc1ccccn1	.	.	-9.1	1.4	.	-3.7	.	7.2	1.7
CCOc1ccc(N2CC(C(=O)Nc3ccc(S(=O)(=O)N4CCOCC4)cc3)CC2=O)cc1 (configuration not stated)	-10.3	97.0	-12.4	-1.2	-5.7	-0.4	-10.0	-3.7	2.3
CCOc1ccc(C2CC(c3ccccc3C)n3ncnc3N2)cc1 (configuration not stated)	-6.4	98.0	0.5	8.7	-2.3	0.5	22.6	2.9	0.6
Cc1ccc(NNC(=O)C2CCC2)cc1C	2.6	95.0	5.9	-0.8	-2.9	-2.1	3.2	-16.1	0.0
CCN(CC)CCN(C(=O)c1ccc(Br)s1)c1nc2cc3c(cc2s1)OCO3	-5.5	104.0	-27.9	-1.8	1.6	-7.8	-11.2	7.9	3.4
CC(C)C[C@H](NC(=O)C1CCN(S(=O)(=O)c2ccccc2)CC1)C(=O)NCc1ccncc1	-12.3	102.0	14.0	1.1	-1.9	-5.4	52.6	-2.8	2.5
COCCn1c(N)c(Sc2ccccc2)c(=O)[nH]c1=O	6.5	103.0	-4.9	-0.6	2.0	-9.0	10.8	-7.2	0.0
COc1ccc(OC)c(NC(=O)c2cccnc2Sc2ccccc2)c1	-14.6	99.0	28.8	-3.5	-3.3	-12.1	-4.0	12.8	2.9
CCN1CCN(c2nc(C)c3c(n2)CCCC3=O)CC1	-5.7	81.0	-0.4	-0.7	0.6	-1.3	20.2	-1.7	6.2
Cc1cc(C(=O)CCC(=O)NCc2ccccc2F)c(C)s1	.	.	4.8	-0.9	-0.5	-2.1	.	1.6	3.2
Cc1ccc(-n2c(C)nn(CC#N)c2=O)cc1	1.1	104.0	27.3	0.3	-1.6	4.8	34.1	10.4	2.8
c1ccc(CNc2ncnc3ccccc23)cc1	-6.8&-19.2	102.0&104.0	12.8&-11.7	3.3&0.8	1.4&1.8	92.7*	-2.9&35.7	-13.3&-16.2	-3.8&0.8
